# Screening results from PubChem.
# UTI89 phage lysis: protection from phage-mediated lysis, alamar blue read-out – E. coli UTI89, K1F phage, bacterial capsule biogenesis inhibitors (AID 488966). E. coli UTI89 K1F phage lysis, alamar blue, 2 h; higher % means a stronger effect. one-dose inhibition, % at 100 µM; IC50 in µM for titrated hits. 0.02% of 340,000 active;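 active = phage lysis inhibition, versus mean bacterial control, above a set limit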;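 note: capsule biogenesis inhibitors block K1F phage lysis so surviving cells raise fluorescence; higher fluorescence means more inhibition of phage lysis; actives were called in the ten point dose series up to 300 µM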
# Lipid droplet: hepatic lipid droplet formation modulation. 0.4% of 240,000 active. inhibition, % at 6.5 µM. AML12 mouse hepatocytes, oleate lipid droplets, BODIPY imaging;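 active = lipid droplet intensity inhibited by at least 50%, with more than 500 cells counted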
#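 Material – mouse AML12 hepatocyte cell line, fixed after treatment · Compound dosing – one dose, 6.5 µM compound · Times – compound with oleate, overnight · Measured by – Image-based BODIPY and DAPI two-channel analysis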
# P. falciparum M17LAP: P. falciparum M17LAP inhibitors, primary screen, biochemical, fluorogenic H-Leu-NHMec substrate, 1536-well (AID 1619). recombinant M17LAP, H-Leu-NHMec fluorogenic kinetic assay; higher % means a stronger effect. inhibition, % at 30 µM; hits with a dose series show IC50 in µM. 0.38% of 220,000 active;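 active = compound inhibiting the enzyme by more than half at any dose during confirmatory dose-response retesting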;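 note: plate controls were full reaction with DMSO carrier for no effect and no enzyme background for full effect; strong numbers were not always called active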
# TNAP activation fold: human TNAP enzyme activators, primary screen, biochemical, luminescent, no phosphate acceptor, uHTS (AID 1001); purified TNAP, luminescent activation assay, no phosphate acceptor; higher activation fold means a stronger effect; one-dose activation fold at 20 µM; EC50 in µM for titrated hits; 0.03% of 200,000 active; in the data active = activation fold from about 3, or a potency from the dose series; inactive = the rest, 99 in 100 with activation fold below about 1.6; note: many of its hits are not listed in these tables
# XIAP displacement: small molecules displacing peptide from XIAP – biochemical, IAP family, fluorescence polarization (AID 1018); displacement, % at 20 µM; hits with a dose series show IC50 in µM; XIAP BIR domain, fluorescence polarization peptide displacement; higher % means a stronger effect; 0.007% of 200,000 active; in the data active = displacement above about 50%; note: a part of the inactive calls stands beside numbers as strong as those of hits
# human PMI inhibitors: MPI inhibition at elevated mannose 6-phosphate – biochemical, fluorescence intensity, high mannose 6-phosphate, primary screen (AID 1220). 0.66% of 190,000 active. recombinant PMI enzyme, coupled fluorescence intensity; higher % means a stronger effect. one-dose inhibition, % at 20 µM; IC50 in µM for titrated hits
# PMI inhibitors: MPI enzyme activity inhibition – biochemical, fluorescence intensity, coupled assay, primary screen (AID 1209); inhibition, % at 20 µM; hits with a dose series show IC50 in µM; purified PMI enzyme, coupled fluorescence intensity; higher % means a stronger effect; 0.42% of 190,000 active;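 note: plate controls were DMSO vehicle for no effect and wells lacking substrate for full effect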
# Siah-1 displacement: blockers of Siah-1 interaction with plectin peptide – biochemical, fluorescence polarization, rhodamine-plectin, uHTS, primary screen (AID 1817); Siah-1 / rhodamine-plectin peptide fluorescence polarization; higher % means a stronger effect; displacement, % at 20 µM; hits with a dose series show IC50 in µM; 0.02% of 290,000 active;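 active = displacement of at least 50% at 20 µM, with a fluorescence ratio check between 0.3 and a set limit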;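 note: plate controls were Siah plus tracer with DMSO for no effect and tracer alone without Siah for full effect; strong numbers were not always called active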
# M1AAP inhibition: malaria alanyl aminopeptidase activity blockers – biochemical, fluorogenic H-Leu-NHMec substrate, 1536-well (AID 1445) | 0.42% of 220,000 active | recombinant M1AAP, H-Leu-NHMec fluorogenic kinetic assay; higher % means a stronger effect | inhibition, % at 30 µM; hits with a dose series show IC50 in µM;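 active = primary inhibition above the hit cutoff, then over 50% inhibition at one or more dose response concentrations, cut at about 23% in these data, passing the limit was not always enough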;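 note: plate controls were DMSO full reaction for no effect and no enzyme background for full effect; strong numbers were not always called active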
# Lipid droplet cells 6.5 µM: recorded beside Lipid droplet, whose call it bears; cell count; measured here: cell count, cytotoxicity flag;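 cells counted across two imaged fields per well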
# * marks the source's active call; other numbers are inactive results; nt = not tested or not shown; [ ] = dose if it differs, or a comment. Cut-off read from the data, not from the text of the source, unless noted: active = inhibition above about 50%; inactive = the rest.
No.	smiles	UTI89 phage lysis	Lipid droplet	Lipid droplet cells 6.5 µM	P. falciparum M17LAP	TNAP activation fold
1	CCCCc1nnc(NC(=O)C2CCCO2)s1 (stereo not given)	0.5%	0	802	-4%	1.1
2	CCc1nc2sc(C(=O)O)c(N)c2c2c1CCCC2	-0.2%	12	705	4%	nt
3	Cc1ccc(-n2c(C)c3c(C)nnc(C)c3c2C)cc1	nt	nt	nt	nt	1.1
4	Cc1nn2c(NCc3ccccn3)c3c(nc2c1-c1ccccc1)CCC3	nt	0	679	15%	nt
5	CN(C1CCCCC1)S(=O)(=O)c1ccc(NC(=O)CCC(=O)O)cc1	0.7%	12	749	2%	1
6	CN(C)S(=O)(=O)c1ccc(NC(=O)COC(=O)Cn2[nH]c(=O)c3ccccc3c2=O)cc1	0.2%	7	716	11%	nt
7	O=C(c1c(F)cccc1F)N(Cc1ccccn1)C1CCCC1	0.7%	-2	725	-2%	1.1
8	CC(=O)OC1COC(n2ccc3ccccc32)C(OC(C)=O)C1OC(C)=O (stereo not given)	0.3%	nt	nt	2%	1
9	O=C(Nc1ccc2c(c1)OCCO2)c1cccc(S(=O)(=O)N2CCCCC2)c1	4.4%	1	765	-2%	1.1
10	CCn1c(SCC(=O)Nc2cc(C)on2)nc2c(c1=O)SC(C)C2 (stereo not given)	0.6%[50 µM]	-30	721	9%	1.1
11	Cc1nnc(Oc2ccccc2F)c2ccccc12	1.7%	nt	nt	-8%	1.1
12	O=C1c2ccccc2-c2ncnc3c(N4CCOCC4)cc(N4CCOCC4)c1c23	-0.5%	20	658	8%	0.7
13	CCn1c(=O)c(=O)n(CC)c2cc(S(=O)(=O)N3CCc4ccccc43)ccc21	0.2%	nt	nt	5%	0.9
14	Clc1ccc(C2CC(c3ccco3)n3ncnc3N2)cc1Cl (stereo not given)	12%	0	728	9%	1.1
15	CC(C)C(NS(=O)(=O)c1cccc2nsnc12)C(=O)Nc1nc2ccc(Cl)cc2s1 (stereo not given)	-0.8%	nt	nt	0%	1.1

No.	XIAP displacement	human PMI inhibitors	PMI inhibitors	Siah-1 displacement	M1AAP inhibition
1	-5.0%	5%	7%	1%	2%
2	nt	nt	nt	3%	1%
3	-0.8%	6%	0%	1%	nt
4	nt	nt	nt	-8%	4%
5	-20%	-3%	-2%	4%	1%
6	nt	nt	nt	-1%	8%
7	-4.1%	0%	4%	4%	-4%
8	-4.9%	1%	20%	-4%	-2%
9	-5.5%	18%	26%	4%	6%
10	-1.0%	10%	8%	8%	4%
11	-2.1%	7%	4%	0%	5%
12	-2.4%	16%	14%	3%	8%
13	-7.3%	-5%	-7%	-1%	9%
14	-7.3%	-16%	-12%	-9%	7%
15	-1.7%	5%	6%	0%	-1%

# The closing two records of the section above open the next one.
No.	smiles	UTI89 phage lysis	Lipid droplet	Lipid droplet cells 6.5 µM	P. falciparum M17LAP	TNAP activation fold
14	Clc1ccc(C2CC(c3ccco3)n3ncnc3N2)cc1Cl (stereo not given)	12%	0	728	9%	1.1
15	CC(C)C(NS(=O)(=O)c1cccc2nsnc12)C(=O)Nc1nc2ccc(Cl)cc2s1 (stereo not given)	-0.8%	nt	nt	0%	1.1
16	Oc1ccc(/C=N/NC(=S)N2CCOCC2)cc1	-0.4%	-21	668	1%	1.4
17	Cc1cccc(Cn2c(N3CCc4ccccc4C3)nc3c2c(=O)[nH]c(=O)n3C)c1	-0.1%	-6	679	4%	1
18	Cc1nc(OCC(=O)c2ccc(Cl)cc2)c(C#N)c2c1COC(C)(C)C2	-0.4%	-19	799	3%	1
19	CS(=O)(=O)Nc1cccc2cccnc12	-0.7%	nt	nt	0%	0.9
20	Cc1ccc(C(=O)O)cc1S(=O)(=O)N1CCSCC1	-0.4%	nt	nt	-7%	1.1
21	CN(C1CCCCC1)S(=O)(=O)c1ccc(NC(=O)C2CCCCC2)cc1	3.2%	-1	732	10%	1.1
22	O=C(c1cccs1)N1CCN(c2ccc(F)cc2)CC1	1.8%	-3	759	4%	1.1
23	COc1cccc(C(=O)Nc2cnc(NC(=O)c3ccco3)cc2C)c1	-1.0%	-11	676	-1%	1.1
24	FC(F)(F)c1cc(C(F)(F)F)c2ccc(N/N=C/c3ccccc3)nc2n1	0.8%	nt	nt	-1%	1.1
25	COc1ccc(-n2cnnc2SC(C)C(=O)Nc2cccc([N+](=O)[O-])c2)cc1 (stereo not given)	4.2%	-4	586	8%	1.1
26	O=C(/C=C/c1ccco1)Nc1ccc(Oc2ccc(Cl)cc2)cc1	0.9%	nt	nt	-3%	1
27	CCOC(=O)CSc1nc2c(sc(=S)n2CCc2ccccc2)c(=O)n1Cc1ccco1	4.0%	nt	nt	5%	1.1
28	CCOC(=O)c1c(C)c(C(=O)NCc2ccc3c(c2)OCO3)c(C)n1C	1.6%	-4	742	2%	1.1
29	CC1CCc2nc(N)c(C#N)c(-c3cccn3C)c2C1 (stereo not given)	0.3%	nt	nt	2%	1.1
30	FC(F)(F)c1nnc2ccc(Sc3ccccn3)nn12	2.1%	3	696	8%	1.1

No.	XIAP displacement	human PMI inhibitors	PMI inhibitors	Siah-1 displacement	M1AAP inhibition
14	-7.3%	-16%	-12%	-9%	7%
15	-1.7%	5%	6%	0%	-1%
16	-11%	9%	7%	-8%	1%
17	-3.8%	-8%	-5%	1%	-4%
18	-4.5%	3%	-1%	-1%	-2%
19	-4.8%	23%	15%	-3%	-7%
20	0.3%	2%	-6%	3%	3%
21	-10%	-2%	3%	0%	2%
22	-6.1%	1%	3%	0%	9%
23	-3.8%	19%	17%	2%	-3%
24	-5.1%	-5%	-9%	-1%	4%
25	-1.1%	2%	10%	3%	3%
26	-5.3%	-11%	-10%	2%	0%
27	-3.5%	5%	6%	6%	3%
28	-4.9%	-4%	8%	4%	6%
29	0.4%	4%	6%	0%	18%
30	14%	-4%	-6%	6%	16%

# Fetched one by one from the list above, two records:
No.	smiles	UTI89 phage lysis	Lipid droplet	Lipid droplet cells 6.5 µM	P. falciparum M17LAP	TNAP activation fold
29	CC1CCc2nc(N)c(C#N)c(-c3cccn3C)c2C1 (stereo not given)	0.3%	nt	nt	2%	1.1
22	O=C(c1cccs1)N1CCN(c2ccc(F)cc2)CC1	1.8%	-3	759	4%	1.1

No.	XIAP displacement	human PMI inhibitors	PMI inhibitors	Siah-1 displacement	M1AAP inhibition
29	0.4%	4%	6%	0%	18%
22	-6.1%	1%	3%	0%	9%

# Carrying on:
No.	smiles	UTI89 phage lysis	Lipid droplet	Lipid droplet cells 6.5 µM	P. falciparum M17LAP	TNAP activation fold
31	CCOc1ccc(-c2csc(/C(C#N)=C\c3ccc(O)c([N+](=O)[O-])c3)n2)cc1	-0.3%	-29	636	11%	0.8
32	O=C1C2ON(c3ccccc3)C(c3cccnc3)C2C(=O)N1c1ccccc1 (stereo not given)	0.5%	-17	658	0%	1.1
33	CC(C)(C)c1cc(C(c2cccnc2)N2CCN(CCO)CC2)cc(C(C)(C)C)c1O (stereo not given)	-7.9%	12	722	8%	1.1
34	CN(C)CCCOc1ccc(C(C)(C)c2ccccc2)cc1	1.1%	5	773	-5%	1
35	CN1C(=O)/C(=C/c2cn(CC(=O)N3CCCCC3)c3ccccc23)c2ccccc21	nt	-18	778	14%	0.8
36	CCCCCCN1C=CC=C/C1=C/C=C(C#N)C#N	1.6%	nt	nt	21%	0.8
37	Cc1cccc(NC(=O)CSc2c3c(nc4ccccc24)CCC3)n1	-0.3%	-2	667	2%	1
38	CCOC(=O)c1ccc(S(=O)(=O)N2CCNCC2)cc1	0.7%	nt	nt	-13%	1.1
39	CCc1ccccc1NC(=O)c1cc2sccc2n1C	0.1%	nt	nt	-1%	1.1
40	CCc1cc(C(=O)NNC(=S)NCC2CCCO2)cs1 (stereo not given)	1.6%	nt	nt	8%	1.2
41	N#C/C(C(=O)Oc1ccccc1)=C1\C=CC=CN1	1.3%	nt	nt	0%	1
42	COc1ccc(/C=C/CN2CCCC(C(=O)c3cc(F)ccc3F)C2)cc1 (stereo not given)	0.4%	-23	719	-4%	1.1
43	Cc1c(Br)c(C(=O)NCc2cc3cc(Cl)ccc3[nH]2)nn1C	3.2%	-15	708	7%	1.1
44	O=C(O)C1=C(C(=O)Nc2ccc(F)c(Cl)c2)CCCC1	0.2%	-1	454	-4%	1.1
45	c1csc(-c2cnc3n2CCCC3)c1	0.1%	nt	nt	nt	1.1

No.	XIAP displacement	human PMI inhibitors	PMI inhibitors	Siah-1 displacement	M1AAP inhibition
31	-7.2%	24%	25%	7%	9%
32	-3.9%	4%	2%	5%	4%
33	-2.5%	8%	13%	5%	9%
34	-6.3%	-11%	-4%	-1%	-2%
35	-2.5%	5%	12%	-1%	12%
36	-7.5%	6%	5%	-6%	23%
37	-5.7%	-16%	-13%	1%	13%
38	-6.5%	-13%	-8%	-1%	3%
39	-5.0%	-6%	-6%	2%	13%
40	1.1%	5%	1%	-1%	5%
41	-1.7%	11%	4%	-5%	13%
42	-3.2%	-3%	3%	-2%	-7%
43	-5.6%	4%	6%	-1%	4%
44	-13%	11%	8%	12%	-1%
45	0.0%	-10%	-5%	6%	nt

# Next section:
No.	smiles	UTI89 phage lysis	Lipid droplet	Lipid droplet cells 6.5 µM	P. falciparum M17LAP	TNAP activation fold
46	O=C1c2c(O)cc(O)cc2O[C@H](c2ccc(O)c(O)c2)[C@@H]1O	nt	1	724	-7%	0.3
47	COc1ccc(C2=CC(c3ccc(Cl)cc3)n3cnnc3N2)cc1OC (stereo not given)	3.6%	nt	nt	-19%	1
48	Cc1cc(=O)oc2ccc(OC(=O)c3cccc(S(=O)(=O)N4CCOCC4)c3)cc12	0.3%	-1	686	0%	1.1
49	CC(=O)Nc1ccc(NC(=O)CSc2nnc(C)c(=O)[nH]2)cc1	0.3%	13	687	5%	1.1
50	O=C(CSc1nc(Cc2ccccc2)nc2ccccc12)c1ccc2c(c1)OCCO2	-0.2%	-31	608	2%	1
51	COc1ccc(NC(=O)CN(C)S(=O)(=O)c2ccccc2)cc1OC	5.1%	-11	697	-16%	1.1
52	Cc1ccccc1Cn1cnc2c(nnn2Cc2ccc(F)cc2)c1=O	0.6%	nt	nt	4%	1
53	CC(C)(C)C(=O)C[n+]1cccc(C(N)=O)c1	-0.1%	18	664	-4%	1.1
54	OCn1c2ccccc2c2ccccc21	0.1%	1	706	-8%	nt
55	Cc1ccc(-c2onc3ccc(C4OCCO4)cc23)cc1	-0.1%	-13	737	0%	1.1

No.	XIAP displacement	human PMI inhibitors	PMI inhibitors	Siah-1 displacement	M1AAP inhibition
46	-13%	14%	46%	6%	-8%
47	-9.6%	-50%	-26%	0%	1%
48	-2.6%	8%	11%	6%	16%
49	-6.7%	-1%	-1%	0%	10%
50	-3.0%	1%	5%	-3%	-1%
51	-0.9%	18%	17%	1%	2%
52	-6.6%	-4%	3%	-1%	9%
53	-3.9%	10%	-1%	17%	0%
54	nt	nt	nt	2%	8%
55	-3.7%	-4%	-3%	8%	6%
